Pf Dd2 growth: P. falciparum Dd2 growth inhibitors, primary screen, SYBR Green fluorescence, single dose replicates | 72 h; stronger effect = lower value | activity change, % at 10 µM | hit rate 2.3% among 94,000; in the data active means activity change below about -80%; inconclusive means no clear call, values can overlap the other calls
KDM4C inh: inhibitors of GASC-1 (KDM4C) histone demethylase, primary screen, biochemical, single concentration HTS. Lysine-specific demethylase 4C (Homo sapiens), Q9H3R0. GST-KDM4C 2-372, H3K9me3 peptide, LANCE TR-FRET. inhibition, % at 12.5 µM. hit rate 0.15% among 96,000. AID 720574, 2013;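 active means mean replicate inhibition above about 25%, with at least 55% of replicates also reaching it, limit read from the data, passing the limit was not always enough; inconclusive means only one of those two conditions met; inactive means neither condition met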
Target sequence (Q9H3R0 2-372 limits assumed): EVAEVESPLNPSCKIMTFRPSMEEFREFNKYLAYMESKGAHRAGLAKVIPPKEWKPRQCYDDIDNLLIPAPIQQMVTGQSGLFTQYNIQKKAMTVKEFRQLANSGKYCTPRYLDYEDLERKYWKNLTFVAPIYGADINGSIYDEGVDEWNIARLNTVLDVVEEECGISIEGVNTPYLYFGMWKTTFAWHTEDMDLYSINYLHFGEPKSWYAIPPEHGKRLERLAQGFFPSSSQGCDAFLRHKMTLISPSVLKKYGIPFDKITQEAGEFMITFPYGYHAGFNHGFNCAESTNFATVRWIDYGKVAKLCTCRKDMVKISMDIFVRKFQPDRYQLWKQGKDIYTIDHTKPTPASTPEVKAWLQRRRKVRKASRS
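Material: GST-tagged GASC-1 (JMJD2C) catalytic fragment, aa 2-372. Input: enzyme final amount 10 nM. Medium: HEPES buffer, pH 7.5, plus ascorbate. Reagent: H3K9me3 peptide substrate, Fe(II), 2-oxoglutarate. Doses: single dose. Times: reaction 30 min RT, detection step 1 h RT. Measured by: LANCE TR-FRET. Evaluation: Fall in 671/618 emission ratio as inhibition.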
Tcruzi prolif: T. cruzi intracellular proliferation inhibitors, primary screen, cell-based, beta-gal Tulahuen parasites, NIH3T3 host, luminescence | T. cruzi beta-gal in NIH3T3, GalScreen luminescence, 90 h | inhibition, % at 8.34 µM | hit rate 5.9% among 77,000;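 active means mean inhibition above about 93%, with at least 55% of replicates each passing it, limit read from the data, passing the limit was not always enough; inconclusive means only one of those two conditions holds; inactive means neither condition holds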
C diff growth: C. difficile growth inhibitors, primary screen, HTS. Clostridium difficile clinical isolate growth, OD600, 24 h; stronger effect = lower value. growth activity, negative = inhibition, % at 16 µg/mL (by protocol). hit rate 0.25% among 86,000;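 active means mean growth activity at or below -80% and every replicate also at or below -80%; inconclusive means mean at or below -80% but some replicate above -80%; inactive means mean growth activity above -80%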;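 further: 0% = DMSO wells and -100% = levofloxacin 16 µg/mL wells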
* = called active by the depositor; ? = inconclusive; nt = no result given; & = joins results of further samples.

smiles,Pf Dd2 growth,KDM4C inh,Tcruzi prolif,C diff growth
C[C@@H]1CN([C@H](C)CO)S(=O)(=O)c2ccc(/C=C/c3ccccc3)cc2O[C@H]1CN(C)Cc1ccccc1,-31,0.0,87,6
CC(C)NC(=O)Nc1cccc2c1O[C@@H](CN(C)S(=O)(=O)c1ccccc1)[C@H](C)CN([C@H](C)CO)C2=O,-1,0.5,58,1
C[C@H](CO)N1C[C@H](C)[C@@H](CN(C)C(=O)Nc2cccc(C(F)(F)F)c2)OCc2ccccc2-c2ccccc2C1=O,-65,2.5,51,24
C[C@@H]1CN([C@H](C)CO)C(=O)CCCn2cc(nn2)CO[C@H]1CN(C)S(=O)(=O)c1ccc2ccccc2c1,-5&0,-1.8,2&32,2
CCNC(=O)C[C@H]1CC[C@@H]2[C@H](COc3ccc(NC(=O)Nc4cccc(C)c4)cc3C(=O)N2C)O1,-24,0.7,14,1
CO[C@H]1CN(C)C(=O)c2ccc(NC(=O)c3cccc(F)c3)cc2OC[C@H](C)N(C(C)=O)C[C@H]1C,-12,0.7,-8,-4
C[C@@H]1CN([C@H](C)CO)C(=O)Cc2cc(NS(=O)(=O)c3ccc(F)cc3)ccc2O[C@@H]1CN(C)C(=O)Nc1ccc(C(F)(F)F)cc1,22,-3.5,25,-27
Cc1ccc(S(=O)(=O)Nc2ccc3c(c2)CC(=O)N([C@@H](C)CO)C[C@H](C)[C@H](CN(C)Cc2ccc(-c4ccccc4)cc2)O3)cc1,3,-1.0,46,1
C[C@H](CO)N1C[C@H](C)[C@H](CN(C)S(C)(=O)=O)Oc2ncc(C3=CCCC3)cc2C1=O,25,1.1,nt,0
C[C@H](CO)N1C[C@H](C)[C@@H](CN(C)Cc2ccc(Oc3ccccc3)cc2)Oc2ccc(NS(C)(=O)=O)cc2CC1=O,-8,0.1,nt,-17
COc1ccc(NC(=O)Nc2ccc3c(c2)C(=O)N([C@@H](C)CO)C[C@H](C)[C@@H](CN(C)Cc2ccc(Cl)c(Cl)c2)OCCCC[C@H](C)O3)cc1,-29,0.4,124*,0
O=C(c1ccccn1)N1C[C@H]2[C@@H](c3ccccc31)[C@@H](CO)N2C(=O)C1CCCCC1,-3,1.2,-44,-1
COc1cccc(-c2ccc3c(c2)O[C@@H](CN(C)Cc2cncnc2)[C@H](C)CN([C@H](C)CO)S3(=O)=O)c1,-19,2.2,?,-3
C[C@@H]1CN([C@H](C)CO)C(=O)c2cc(NC(=O)CCCN(C)C)ccc2O[C@H]1CN(C)Cc1ccc2c(c1)OCO2,12,1.8,-25,7
CCC(=O)Nc1ccc2c(c1)OC[C@H](C)N(C(=O)c1ccccc1F)C[C@H](C)[C@@H](OC)CN(C)C2=O,nt,1.0,8,1
CC(C)NC(=O)N(C)C[C@@H]1OCCCC[C@@H](C)Oc2ccc(NC(=O)Cc3ccccc3)cc2C(=O)N([C@H](C)CO)C[C@H]1C,-13,-0.4,26,3
O=C(C[C@H]1C=C[C@@H](NC(=O)Cc2cccnc2)[C@@H](CO)O1)Nc1ccccc1,10,1.3,-8,nt
CC(=O)N(C)C[C@H]1Oc2cc(C#Cc3ccc(F)cc3)ccc2S(=O)(=O)N([C@@H](C)CO)C[C@@H]1C,-18,-1.4,90,-4
CO[C@H]1CN(C)C(=O)c2cc(NS(=O)(=O)CC(F)(F)F)ccc2OC[C@@H](C)N(CC2CCCCC2)C[C@H]1C,38,-0.9,20,nt
O=C(Cc1ccccc1)N1CC[C@@H]2[C@H]1c1cc(-c3ccccc3F)ccc1N[C@@H]2CO,-15,0.7,113*,2
C[C@@H]1CN([C@H](C)CO)C(=O)Cc2cc(NC(=O)Cc3cn(C)c4ccccc34)ccc2O[C@H]1CN(C)C(=O)Nc1ccccc1,-37,2.1,-4,11
COc1ccc(-c2cnc3c(c2)C(=O)N([C@H](C)CO)C[C@H](C)[C@@H](CN(C)C)O3)cc1,16,-0.5,-23,0
CO[C@@H]1CN(C)C(=O)c2ccc(NC(=O)c3cccc(F)c3)cc2OC[C@H](C)N(CC2CC2)C[C@H]1C,-25,1.2,-34,-5
CO[C@@H](CN(C)C(=O)c1ccc2c(c1)OCO2)[C@@H](C)CN([C@H](C)CO)S(=O)(=O)c1ccccc1,10,-1.2,15,nt
Cc1cccc(-c2ccc([C@@H]3[C@@H](CO)N4C(=O)CN(C(=O)c5ccccc5)C[C@H]34)cc2)c1,-1,-0.6,nt,-19
C[C@@H]1CN([C@H](C)CO)C(=O)c2cc(C#CCN(C)C)cnc2O[C@@H]1CN(C)C(=O)c1ccc2c(c1)OCO2,7,6.8,nt,-1
CCC(=O)N1C[C@@H](C)[C@@H](OC)CN(C)C(=O)c2cc(NC(=O)Nc3ccccc3)ccc2OC[C@H]1C,8,0.4,93,nt
C[C@@H]1CN([C@H](C)CO)C(=O)c2cc(C#C[C@@H](C)O)cnc2O[C@H]1CN(C)CC1CCCC1,24,0.9,19,-3
C[C@@H]1CCCCO[C@H](CN(C)C(=O)Nc2ccccc2)[C@@H](C)CN([C@@H](C)CO)C(=O)c2cc(NC(=O)Cc3ccccc3)ccc2O1,-52,-0.1,21,nt
CNC(=O)C[C@H]1CC[C@H]2[C@H](COc3ccc(NC(=O)c4cscn4)cc3C(=O)N2C)O1,-20,1.2,59,1
C[C@@H](NC(=O)C[C@@H]1CC[C@@H](NS(=O)(=O)c2cccc(F)c2)[C@@H](CO)O1)c1ccccc1,-22,-0.2,15,0
O=C(NC1CCC1)[C@H]1[C@H](CO)[C@H]2Cn3c(ccc(C4=CCCCC4)c3=O)[C@H]2N1C(=O)C1CCOCC1,nt,0.3,54,-2
C[C@@H]1CN([C@H](C)CO)C(=O)CCCn2nncc2CO[C@@H]1CN(C)CC1CCCC1,-5,-0.2,-5,-2
CCC(=O)Nc1ccc2c(c1)C(=O)N(C)[C@H]1CC[C@H](CC(=O)N3CCc4ccccc4C3)O[C@@H]1CO2,-17,2.9,-8,3
CC(C)NC(=O)Nc1ccc2c(c1)C(=O)N([C@@H](C)CO)C[C@@H](C)[C@@H](CN(C)C(=O)Nc1ccc(C(F)(F)F)cc1)OCCCC[C@@H](C)O2,-76,-1.3,94,5
Cc1noc(C)c1NC(=O)Nc1ccc2c(c1)C(=O)N([C@H](C)CO)C[C@@H](C)[C@@H](CN(C)C(=O)Nc1c(C)noc1C)O2,20,1.1,8,2
COc1cccc(NC(=O)N[C@@H]2CC[C@H](CC(=O)N3CCOCC3)O[C@@H]2CO)c1,-4,0.3,5,9
COc1ccc(CNC(=O)c2cc3c(c(-c4cccc(-c5ccc(C#N)cc5)c4)n2)[C@H](CCO)N([S@@](=O)C(C)(C)C)C3)cc1,-69,-3.8,?,nt
C[C@@H]1CN([C@@H](C)CO)C(=O)Cc2cc(N(C)C)ccc2O[C@H]1CN(C)Cc1ccc(Cl)c(Cl)c1,3,8.1,107*,12
COc1cccc(NC(=O)N[C@H]2C=C[C@@H](CC(=O)NCc3ccncn3)O[C@H]2CO)c1,-4,1.9,20,nt

5 entries from above, with two lines to a compound.
The line under a structure holds: Pf Dd2 growth, KDM4C inh, Tcruzi prolif, C diff growth
CCC(=O)Nc1ccc2c(c1)C(=O)N(C)[C@H]1CC[C@H](CC(=O)N3CCc4ccccc4C3)O[C@@H]1CO2
 : -17, 2.9, -8, 3
CC(C)NC(=O)Nc1ccc2c(c1)C(=O)N([C@@H](C)CO)C[C@@H](C)[C@@H](CN(C)C(=O)Nc1ccc(C(F)(F)F)cc1)OCCCC[C@@H](C)O2
 : -76, -1.3, 94, 5
Cc1noc(C)c1NC(=O)Nc1ccc2c(c1)C(=O)N([C@H](C)CO)C[C@@H](C)[C@@H](CN(C)C(=O)Nc1c(C)noc1C)O2
 : 20, 1.1, 8, 2
COc1cccc(NC(=O)N[C@@H]2CC[C@H](CC(=O)N3CCOCC3)O[C@@H]2CO)c1
 : -4, 0.3, 5, 9
COc1ccc(CNC(=O)c2cc3c(c(-c4cccc(-c5ccc(C#N)cc5)c4)n2)[C@H](CCO)N([S@@](=O)C(C)(C)C)C3)cc1
 : -69, -3.8, ?, nt

Further compounds
smiles,Pf Dd2 growth,KDM4C inh,Tcruzi prolif,C diff growth
CC(=O)Nc1ccc2c(c1)C(=O)N(C)[C@@H]1CC[C@H](CC(=O)NCc3ccc(F)cc3)O[C@H]1CO2,-1,1.8,-8,5
CC(=O)Nc1ccc2c(c1)C(=O)N(C)[C@@H]1CC[C@@H](CC(=O)NCc3ccc(F)cc3)O[C@@H]1CO2,-12,4.1,36,-2
O=C(Nc1cc(F)ccc1F)N1CC(=O)N2[C@H](C1)[C@H](c1ccc(C#CC3CCCCC3)cc1)[C@@H]2CO,-12,-0.1,nt,-5
Cc1ccc(S(=O)(=O)NCC[C@@H]2CC[C@@H](NC(=O)Nc3ccccc3F)[C@H](CO)O2)cc1,-8,-1.4,-43,-6
O=C(C1CCOCC1)N1C[C@H]2[C@@H](c3ccccc31)[C@@H](CO)N2C(=O)Cc1ccccn1,12,0.8,47,-3
CO[C@H]1CC[C@H]2CCN(C)C(=O)[C@H](C)[C@@H](OC)CN(C)C(=O)c3cc(C#N)ccc3OC[C@@H]1O2,10,-1.0,10,nt
COc1ccc(-c2cnc3c(c2)C(=O)N([C@@H](C)CO)C[C@@H](C)[C@H](CN(C)Cc2ccccc2)O3)cc1,-30,-0.8,19,-3
CO[C@@H]1CN(C)C(=O)c2cc(NC(=O)c3ccccc3)ccc2OC[C@H](C)N(C(=O)CN(C)C)C[C@@H]1C,11,0.0,0,-1
O=C(C[C@@H]1C=C[C@@H](NC(=O)CC2CC2)[C@@H](CO)O1)NCc1ccc(Cl)cc1,2,-1.3,-18,4
CO[C@@H]1CN(C)C(=O)c2cc(NS(=O)(=O)c3ccccc3)ccc2OC[C@H](C)N(Cc2cccnc2)C[C@@H]1C,-9,-0.7,24,nt
Cc1noc(C)c1NC(=O)Nc1ccc2c(c1)C(=O)N([C@@H](C)CO)C[C@@H](C)[C@H](CN(C)Cc1ccc(C(F)(F)F)cc1)OCCCC[C@H](C)O2,-44,-0.5,85,11
Cc1ccc(S(=O)(=O)N(C)C[C@H]2OCCCC[C@H](C)Oc3ccc(NC(=O)Nc4ccc5c(c4)OCO5)cc3C(=O)N([C@H](C)CO)C[C@@H]2C)cc1,-25,-1.4,nt,nt
COCC(=O)N1CC[C@@H]2[C@@H](CO)Nc3ccc(-c4ccc(C#N)cc4)cc3[C@@H]21,-9,0.7,69,3
COc1ccc2c3c(n(C)c2c1)[C@@H](CO)N(CC1CC1)CC31CCN(C(=O)CN(C)C)CC1,-41,0.6,nt,11
CN(C)C(=O)C[C@@H]1CC[C@H]2[C@H](COc3ccc(NC(=O)c4ccc(F)c(F)c4)cc3C(=O)N2C)O1,-7,-0.7,4,3
COc1cccc(S(=O)(=O)N(C)C[C@H]2Oc3cc(C#CCN(C)C)ccc3S(=O)(=O)N([C@@H](C)CO)C[C@@H]2C)c1,-56,3.1,108*,-5
O=C(C[C@H]1CC[C@H](NC(=O)C2CCC2)[C@H](CO)O1)NCc1ccccc1Cl,16,-1.4,-78,-1
COc1ccc(S(=O)(=O)N(C)C[C@@H]2Oc3ncc(-c4cccc(C(F)(F)F)c4)cc3C(=O)N([C@H](C)CO)C[C@@H]2C)cc1,-56,0.6,106*,4
C[C@H]1CN([C@@H](C)CO)C(=O)Cc2cc(NC(=O)Nc3ccc(F)cc3)ccc2O[C@H]1CN(C)S(=O)(=O)c1cn(C)cn1,23,-1.2,-6,nt
O=C(Nc1ccc(-c2ccccc2)cc1)[C@@H]1[C@@H](CO)[C@@H]2Cn3c(cccc3=O)[C@H]1N2Cc1ccccc1,-25,-2.1,71,18
CN1C(=O)c2cc(NC(=O)Cc3cccs3)ccc2OC[C@H]2O[C@@H](CC(=O)NCc3ccc(-c4ccccc4)cc3)CC[C@@H]21,-11,0.6,5,6
C[C@H](CO)N1C[C@H](C)[C@@H](CN(C)C)Oc2c(NS(=O)(=O)c3cccs3)cccc2C1=O,-16,0.3,nt,-4

Screening data as filed in PubChem.
